Screening results as filed in PubChem BioAssay.
Rab2A wt mod: changes GTP binding to wildtype dog Rab2A, up or down; GST-Rab2 wt beads, Bodipy-GTP binding, flow cytometry; GTP binding activity, % at 10 µM; hit rate 0.19% among 190,000; AID 760;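 active means GTP binding activity at least 20 points away from 100%, either lowered or raised; inconclusive means signal likely due to the compound's own green fluorescence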;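 further: 0% = beads with excess unlabeled GTP and 100% = no-compound control corrected for plate trend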
Pf gametocyte: inhibitors of late stage P. falciparum gametocyte viability; hit rate 0.065% among 150,000; P. falciparum stage V gametocytes, ATP luminescence, 24 h; inhibition, % at 10.9 µM;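 active means inhibition above the mean plus 3 SD of compounds within the control limits, set per campaign, cut at about 38% in these data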;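 further: 0% = DMSO wells and 100% = medium only without gametocytes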
Rac1 wt modul: human Rac1 wildtype GTP binding, inhibitors and activators; GST-Rac1 beads, fluorescent GTP binding, flow cytometry; actives lie on both sides; 0 = cold GTP competed, 100 = untreated; GTP binding activity (% of control), % at 10 µM; hit rate 0.27% among 190,000;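 active means GTP binding activity at least 20 points away from the 100% control level, either lower or higher; inconclusive means compound flagged as likely green fluorescent, judged across all proteins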
Mcl-1 Bim block: human Bim-Mcl-1 interaction inhibition; Bead-based flow cytometry, Bim peptide-Mcl-1 binding; inhibition, % at 10 µM; hit rate 0.1% among 190,000; AID 1009; in the data active means inhibition above about 40%;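 further: 0% = no compound tracer wells and 100% = peptide blocker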
RGS8-Gao reg: human RGS8-Galphao interaction regulation. P09471. multiplexed bead flow cytometry, RGS8-Galphao binding; actives lie on both sides. response (percent of control binding), % at 10 µM. hit rate 0.34% among 220,000; in the data active means response below about 60% or above about 140%; inactive means in between;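 further: Galphao activated as the GDP aluminium fluoride complex binding bead-coupled RGS8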
Target sequence (P09471 whole entry, looked up): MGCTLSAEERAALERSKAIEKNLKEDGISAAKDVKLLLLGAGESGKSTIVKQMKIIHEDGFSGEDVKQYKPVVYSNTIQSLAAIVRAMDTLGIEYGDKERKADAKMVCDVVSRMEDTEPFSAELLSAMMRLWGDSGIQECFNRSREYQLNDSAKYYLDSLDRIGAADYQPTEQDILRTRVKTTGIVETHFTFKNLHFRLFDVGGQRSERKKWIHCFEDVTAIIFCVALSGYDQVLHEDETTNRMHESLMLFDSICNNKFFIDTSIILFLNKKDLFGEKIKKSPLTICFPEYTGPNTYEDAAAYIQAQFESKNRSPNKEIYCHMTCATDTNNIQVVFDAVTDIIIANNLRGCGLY
Rab7 wt GTP bind: dog Rab7 wildtype GTP binding, inhibitors and activators | hit rate 0.055% among 190,000 | GTP binding activity (percent of control), % at 10 µM | GST-Rab7 beads, fluorescent GTP binding, flow cytometry; actives lie on both sides; untreated = 100%, excess cold GTP = 0%;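 active means fluorescent GTP binding to Rab7 beads changed by at least 20 points from the 100% baseline, either direction, mostly lower; inconclusive means compound itself probably fluorescent, or too few beads counted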;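 further: median green fluorescence of bound Bodipy-FL-GTP per Rab7 bead population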
Cdc42 wt GTP: human Cdc42 wildtype GTP binding change, either direction; P60953; hit rate 0.2% among 190,000; GST-Cdc42 beads, Bodipy-GTP binding, flow cytometry; actives lie on both sides; percent activity (GTP binding), % at 10 µM;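 active means percent activity GTP binding at least 20 points away from the 100% baseline, either down as inhibitor or up as activator; inconclusive means compound flagged as likely green fluorescent from well-wide comparison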;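 further: median bead fluorescence of bound Bodipy-FL-GTP at 100 nM; 0% = excess unlabeled GTP control and 100% = no compound control; below 100% means less GTP binding so inhibitor and above means activator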
Target sequence (P60953 whole entry, looked up): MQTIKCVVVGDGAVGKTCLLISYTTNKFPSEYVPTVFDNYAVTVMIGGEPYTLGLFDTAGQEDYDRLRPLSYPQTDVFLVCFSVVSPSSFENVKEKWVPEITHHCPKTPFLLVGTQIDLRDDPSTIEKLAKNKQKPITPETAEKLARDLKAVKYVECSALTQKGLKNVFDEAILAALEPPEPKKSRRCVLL
Mcl1 Bid PPI: Mcl-1/Bid interaction inhibition; Q07820; TR-FRET Mcl-1/Bid-Dy647 peptide binding, 1536-well; inhibition, % at 21.7 µM; hit rate 0.97% among 220,000;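 active means compounds that cut the binding signal by more than half at the single screening dose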;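 further: His-tagged Mcl-1 with europium anti-His antibody binding Bid BH3 peptide; 0% = Mcl-1 plus peptide wells and 100% = peptide-only wells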
Mcl1 Noxa PPI: disrupts binding of human Mcl-1 to Noxa peptide. Q07820. TR-FRET Mcl-1/Noxa peptide binding, 2 h. inhibition, % at 21.7 µM. hit rate 1.5% among 220,000;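 active means compounds that cut the protein-peptide binding signal by more than 50% relative to plate controls in a single-dose test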;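 further: His-tagged Mcl-1 with rhodamine Noxa BH3 peptide and terbium anti-His antibody; 0% = Mcl-1 plus Noxa peptide wells and 100% = peptide-only wells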
HRas wt GTP bind: modulators of GTP binding to human HRas wildtype; hit rate 0.14% among 190,000; GST-Ras wt beads, Bodipy-FL-GTP binding, flow cytometry; actives lie on both sides; P01112; AID 759; GTP binding activity, % at 10 µM;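 active means GTP binding activity at least 20% away from the 100% baseline, either lowered as inhibitor or raised as activator; inconclusive means flagged as likely green fluorescent, judged across all proteins in the well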;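 further: 0% = unlabeled GTP competition control and 100% = no-compound control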
Target sequence (P01112 whole entry, looked up): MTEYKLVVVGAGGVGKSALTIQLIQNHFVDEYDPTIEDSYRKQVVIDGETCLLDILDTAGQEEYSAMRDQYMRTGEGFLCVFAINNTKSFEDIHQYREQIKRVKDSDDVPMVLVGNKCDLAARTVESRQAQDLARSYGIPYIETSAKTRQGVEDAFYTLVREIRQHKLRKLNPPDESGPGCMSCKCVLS
Rac1 mut GTP: human Rac1 activated mutant GTP binding change; GST-Rac1 activated beads, fluorescent GTP binding, flow cytometry; actives lie on both sides; 100% means binding = to untreated wells; percent activity (GTP binding), % at 10 µM; hit rate 0.11% among 190,000; AID 764;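 active means GTP binding at least 20 percentage points away from the 100% baseline, in either direction, so actives lie on both sides; inconclusive means Compound likely fluorescent itself, or too few beads counted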
* marks the source's active call; other numbers are inactive results; ? = inconclusive; . = not tested or not shown. An unsorted share of the library. About 2.9% of those tested had a hit in this group.

Each structure is followed by: Rab2A wt mod, Pf gametocyte, Rac1 wt modul, Mcl-1 Bim block, RGS8-Gao reg, Rab7 wt GTP bind, Cdc42 wt GTP, Mcl1 Bid PPI, Mcl1 Noxa PPI, HRas wt GTP bind, Rac1 mut GTP
> CCC1=NN(C(=O)C(=O)Nc2ccc(OC)cc2)C(O)(C(F)(F)F)C1 (stereo not given)
  104, -16, 102, 2, 100, 100, 104, -18, 17, 104, 100
> CS(=O)(=O)c1cnc2c(S(=O)(=O)c3ccccc3)cnn2c1N
  96, -1, 99, 0, 98, 95, 98, -20, 0, 96, 96
> CCOC(=O)N1CCC(NC(=O)c2ccc3c(=O)n4c(nc3c2)CCCC4)CC1
  93, ., 97, 2, 98, 95, 97, -12, -28, 95, 95
> Cc1nc(SCC(=O)NCc2ccc(F)cc2)c2c(=O)n(C)c(=O)n(C)c2n1
  100, ., 103, -1, 102, 99, 99, -11, -12, 99, 99
> COc1cc2c(C(=O)N3CCN(C)CC3)c(C)oc2cc1Br
  100, ., 103, -2, 108, 96, 99, -1, 10, 99, 100
> Cc1nn(-c2ccccc2)c2c1C(O)n1c(nc3ccccc31)S2 (stereo not given)
  103, ., 105, -7, 103, 101, 102, -5, 3, 100, 97
> CC(C)C(=O)Nc1ccc(C(=O)N2CCN(C(=O)c3ccco3)CC2)cc1
  97, ., 97, ., 118, 96, 96, -13, -11, 98, 95
> O=C1CCC(C(=O)N(Cc2ccco2)C2(C(=O)NC3CCCC3)CCCCC2)N1 (stereo not given)
  99, ., 103, 1, 102, 99, 103, -35, -15, 101, 101
> COCCNC(=O)c1ccc(C)c(S(=O)(=O)Nc2ccc(C)cc2)c1
  98, ., 104, 0, 101, 99, 101, 10, 12, 99, 99
> O=C(NC1CCCc2ccccc21)C1CCN(S(=O)(=O)c2cccc3nsnc23)CC1 (stereo not given)
  100, -15, 106, 0, 102, 99, 101, -23, 10, 99, 100
> Cc1cc2ncn(S(=O)(=O)N3CCCCC3)c2cc1C
  102, ., 106, -4, 98, 106, 107, -10, 10, 104, 102
> O=C(Oc1ccc([N+](=O)[O-])cc1)c1ccc2ccccc2n1
  89, -2, 91, 3, 101, 93, 95, -7, ., 92, 90
> O=C(CCC(=O)N1CCc2ccccc21)Nc1ccccc1
  99, ., 102, -1, 100, 103, 101, -11, -4, 102, 92
> Oc1c(Cl)cc(Cl)cc1/C=N/c1nccs1
  92, ., 96, 0, 97, 92, 93, 11, 43, 95, 92
> CC(=O)c1ccc(N2Cc3ccccc3C2=NC(=O)c2cccs2)cc1
  97, -42, 102, -2, 99, 99, 104, 27, 14, 96, 98
> CC(=O)N1N=C(c2cccc(Cl)c2)OC1c1ccc(C(C)C)cc1 (stereo not given)
  95, 2, 99, 1, 104, 97, 97, 2, 11, 96, 97
> COc1cccc(OCC(=O)O)c1
  102, -16, 101, -1, 101, 107, 100, -1, -3, 98, 94
> NNC(=O)c1ccc(CSc2nc3ccccc3s2)cc1
  94, 13, 101, 0, 97, 97, 97, -13, 10, 94, 95
> Cc1c(C#N)c2ccccc2n1CC(=O)NC(C)c1ccccc1 (stereo not given)
  106, ., 102, -3, 99, 101, 108, 2, -10, 106, 100
> NS(=O)(=O)c1ccc(CCNC(=O)CN2CCC(Cc3ccccc3)CC2)cc1
  ?, -3, ?, -4, 105, ?, ?, -12, 23, ?, ?
> CCCCC1=NN2C(=N)CC(=O)N=C2S1
  93, -6, 100, -1, 97, 96, 95, -34, 16, 96, 96
> CCn1c(=N)n(CC(=O)c2ccco2)c2ccccc21
  103, 2, 103, -2, 97, 103, 105, -24, 7, 104, 100
> CC(C)(C)N(CC#CCC(O)(c1ccccc1)C1CCCC1)CCO (stereo not given)
  96, 0, 101, -4, 101, 99, 99, -39, -22, 97, 96
> COc1ccc(CNCCc2ccc(Cl)cc2)cc1OCc1ccccc1
  86, ., 85, -2, 103, 98, 84, 14, 19, 89, 84
> CC(C)CNc1c(N)n(CC(C)C)c(=O)[nH]c1=O
  94, ., 98, -3, 100, 94, 95, -64, 7, 98, 95
> C/C(CCc1ccc2c(c1)OCO2)=N\N=C1\NC(=O)CC(C(=O)Nc2ccccc2)S1 (stereo not given)
  ?, 2, ?, -4, 103, ?, ?, 2, -16, ?, ?
> CC(=O)Nc1cc(C(=O)N(C)Cc2ccco2)ccc1Sc1ccc(Cl)cc1
  98, ., 103, -1, 95, 103, 100, -9, 21, 100, 100
> Cc1cc(C)c(S(C)(=O)=O)c(=O)[nH]1
  99, 4, 102, -1, 105, 106, 99, -29, 7, 101, 98
> Cc1nnc(SCC(=O)NC23CC4CC(CC(C4)C2)C3)s1
  95, 5, 98, 0, 100, 98, 96, -32, 12, 96, 92
> Cc1occc1C(=O)OCC(=O)Nc1ccc(F)cc1
  101, ., 103, 0, 98, 98, 104, -12, -1, 102, 100

The listing continues:
Each structure is followed by: Rab2A wt mod, Pf gametocyte, Rac1 wt modul, Mcl-1 Bim block, RGS8-Gao reg, Rab7 wt GTP bind, Cdc42 wt GTP, Mcl1 Bid PPI, Mcl1 Noxa PPI, HRas wt GTP bind, Rac1 mut GTP
> CCc1ccc2c(c1)C1(NN=C(c3ccccc3)S1)C(=O)N2 (stereo not given)
  91, ., 89, 0, 94, 99, 91, -15, 9, 92, 92
> COCCNC(=O)c1ccc(NS(=O)(=O)c2cc(C)ccc2C)cc1
  100, -3, 107, 1, 111, 102, 99, -16, -13, 101, 96
> O=C(N/N=C/c1ccc(F)cc1)c1c(O)c2ccccc2[nH]c1=O
  99, ., 104, -2, 104, 98, 102, -25, 33, 99, 100
> COc1cc(NC(=O)c2ccc(Br)o2)ccc1NC(=O)c1ccccc1Cl
  98, ., 103, 0, 100, 100, 101, 0, 4, 98, 97
> CC(C(=O)Nc1ccccc1Cl)N(c1ccccc1)S(C)(=O)=O (stereo not given)
  91, 29, 86, -5, 102, 98, 84, -2, 14, 88, 85
> Cc1cc(C)n2nc(SCCOc3ccccc3F)nc2n1
  71*, ., 74*, 14, 103, 92, 66*, -4, -1, 71*, 84
> Oc1ccc(C(=S)N2CCN(c3cccc(Cl)c3)CC2)cc1
  96, 9, 101, -10, 87, 96, 98, -9, 7, 95, 96
> O=C(NCc1cccc(Cl)c1)c1ccc2nc[nH]c2c1
  100, ., 101, -7, 98, 102, 100, -5, 0, 99, 98
> CCOC(=O)CSC1=C(C#N)C(=O)NC2(CCCCC2)S1
  97, -25, 96, -2, 98, 97, 98, 3, 11, 97, 96
> O=C(CCl)c1ccc2c(c1)CCN2C(=O)C1CC1
  93, ., 96, 3, 97, 93, 92, 12, 6, 92, 92
> NCCN1CCN(CCN)CC1
  99, 33, 101, 2, 101, 99, 100, -22, 14, 99, 99
> Cc1ccccc1OCC(=O)NNC(=O)Nc1ccc(Cl)cc1
  101, -2, 102, 0, 101, 104, 102, 0, 7, 104, 101
> CC1=C(C(=O)Nc2ccc(C)cc2C)C(c2cccc([N+](=O)[O-])c2)n2nc(C(=O)OC(C)C)nc2N1 (stereo not given)
  96, 6, 102, 0, 102, 96, 98, -25, 4, 100, 100
> CS(=O)(=O)N1N=C(c2ccc(Br)cc2)CC1c1ccc2c(c1)OCO2 (stereo not given)
  102, ., 102, 1, 102, 98, 104, -25, -16, 98, 99
> CCCc1oc(C(=O)O)cc1CN1CCCC1
  100, -4, 102, 1, 102, 99, 103, -2, 5, 102, 99
> O=C(O)CCC(=O)Nc1ccccc1C(=O)N1CCN(c2ccc(Cl)cc2)CC1
  95, 2, 94, -1, 96, 96, 94, -60, 13, 97, 96
> Cc1cc(=O)oc2cc(OCC(=O)c3ccc4c(c3)NC(=O)CO4)ccc12
  105, -7, 102, -35, 107, 105, 106, -70, -50, 104, 100
> Cc1c(C(=O)Nc2ccccc2C(=O)N2CCOCC2)cccc1[N+](=O)[O-]
  99, 18, 104, -3, 98, 101, 102, 1, 7, 102, 99
> CCOC(=O)N1CCN(C(=O)Cc2ccc(Cl)cc2)CC1
  97, -7, 99, 1, 103, 97, 97, -12, 5, 97, 99
> CCN(CC(=O)Nc1ccc(Cl)c(S(=O)(=O)N(C)C)c1)Cc1nc2ccccc2c(=O)[nH]1
  102, -22, 104, 0, 102, 105, 97, -14, 4, 103, 98
> CCOC(=O)c1cc(CC)sc1NC(=O)c1ccc(N2C(=O)CCC2=O)cc1
  92, ., 92, 0, 119, 92, 89, -8, -10, 92, 95
> C=CCn1c(-c2cc3c(s2)CCC(CC)C3)n[nH]c1=S (stereo not given)
  96, -1, 93, -2, 104, 102, 95, -23, 13, 96, 90
> Cc1ccc(CNC(=O)C2CC(=O)N(CCC(C)C)C2)cc1 (stereo not given)
  99, 1, 103, 1, 101, 98, 100, -6, -2, 96, 97
> O=C(NC1CC1)c1sc2cc([N+](=O)[O-])ccc2c1Cl
  101, 5, 104, -4, 100, 97, 100, 7, 25, 100, 100
> Cc1ccc(-n2c(N)c(S(=O)(=O)c3ccccc3)c3nc4ccccc4nc32)cc1
  94, ., 94, 1, 101, 98, 92, 23, 5, 93, 92
> CC(CC(C)C(=O)Nc1ccccc1C(C)(C)C)C(=O)O (stereo not given)
  99, -26, 102, 1, 98, 96, 99, -2, 4, 99, 99
> O=C(Nc1ccc(S(=O)(=O)Nc2ccccn2)cc1)C(F)(F)F
  94, ., 97, -4, 97, 95, 93, 13, 12, 95, 96
> COc1cccc(-c2noc(-c3cccnc3)n2)c1
  94, 22, 96, -4, 102, 96, 95, -2, -16, 96, 95
